Assay outcomes from PubChem.
Mcl1 Noxa PPI: Mcl-1/Noxa binding inhibitors, primary screen, biochemical, TR-FRET, 1536-well; inhibition, % at 21.7 µM; TR-FRET Mcl-1/Noxa peptide binding, 2 h; 220,000 tested, 1.5% active; AID 1022, 2008; Induced myeloid leukemia cell differentiation protein Mcl-1 (Homo sapiens), Q07820;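 active = compounds that cut the protein-peptide binding signal by more than 50% relative to plate controls in a single-dose test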;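 also: His-tagged Mcl-1 with rhodamine Noxa BH3 peptide and terbium anti-His antibody; 0% = Mcl-1 plus Noxa peptide wells and 100% = peptide-only wells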
Target sequence (Q07820 whole entry, looked up): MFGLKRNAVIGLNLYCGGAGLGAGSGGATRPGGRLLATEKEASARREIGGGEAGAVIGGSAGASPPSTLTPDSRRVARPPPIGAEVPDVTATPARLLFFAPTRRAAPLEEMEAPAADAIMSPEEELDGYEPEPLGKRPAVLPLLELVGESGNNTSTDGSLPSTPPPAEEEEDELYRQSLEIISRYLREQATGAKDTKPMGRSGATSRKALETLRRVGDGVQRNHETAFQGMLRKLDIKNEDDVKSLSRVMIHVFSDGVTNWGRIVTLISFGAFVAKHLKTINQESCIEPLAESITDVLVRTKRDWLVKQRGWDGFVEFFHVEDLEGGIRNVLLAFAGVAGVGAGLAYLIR
Bim-Bcl-W: inhibitors of Bim binding to Bcl-W, primary screen, biochemical, multiplexed, bead-based flow cytometry; Bcl-2-like protein 2 (Homo sapiens), Q92843; Bim peptide-Bcl-W binding; inhibition, % at 10 µM; 190,000 tested, 0.02% active;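 also: 0% = bound tracer without compound and 100% = peptide blocker; higher means less fluorescent Bim peptide bound to Bcl-W beads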
Bim-Bcl-XL: inhibitors of Bim-Bcl-XL binding, primary screen, biochemical, multiplexed, bead flow cytometry, human Bcl-XL; 190,000 tested, 0.04% active; inhibition, % at 10 µM; Bcl-2-like protein 1 (Homo sapiens), Q07817; Bim peptide-Bcl-XL binding, fluorescence
Target sequence (Q07817 whole entry, looked up): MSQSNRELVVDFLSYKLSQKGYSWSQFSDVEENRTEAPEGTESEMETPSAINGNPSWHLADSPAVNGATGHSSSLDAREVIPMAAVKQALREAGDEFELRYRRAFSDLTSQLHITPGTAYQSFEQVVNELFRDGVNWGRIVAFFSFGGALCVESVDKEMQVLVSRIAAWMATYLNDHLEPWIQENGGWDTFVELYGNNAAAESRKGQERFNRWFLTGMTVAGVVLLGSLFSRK
Mcl-1 Bim block: inhibitors of Bim peptide binding to Mcl-1, primary screen, biochemical, bead-based flow cytometry, multiplex. Bim peptide-Mcl-1 binding. inhibition, % at 10 µM. 190,000 tested, 0.1% active. AID 1009, 2008;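 also: 0% = no compound tracer wells and 100% = peptide blocker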
Bim-Bfl-1: inhibitors of Bim binding to Bfl-1, primary screen, biochemical, multiplexed, bead-based flow cytometry | Bim-Bfl-1 binding inhibition | inhibition, % at 10 µM | 190,000 tested, 0.12% active | Bcl-2-related protein A1 (Homo sapiens), Q16548;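 also: 0% = wells without compound plus tracer and 100% = blocker peptide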
RGS8-Gao reg: RGS8-Galphao binding modulators, primary screen, biochemical, multiplexed bead flow cytometry. Guanine nucleotide-binding protein G(o) subunit alpha (Homo sapiens), P09471. 220,000 tested, 0.34% active. AID 1423, 2008. response (percent of control binding), % at 10 µM. actives lie on both sides; in the data active = response below about 60% or above about 140%; inactive = in between;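 also: Galphao activated as the GDP aluminium fluoride complex binding bead-coupled RGS8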
RGS4-Gao reg: modulators of RGS4 binding to Galphao, primary screen, biochemical, multiplexed bead flow cytometry. Guanine nucleotide-binding protein G(o) subunit alpha (Homo sapiens), P09471. actives lie on both sides. binding response (% of control), % at 10 µM. 220,000 tested, 0.33% active. AID 1415, 2008; in the data active = binding response below about 49% or above about 150%; inactive = in between;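 also: fluorescent Galphao activated with aluminum fluoride binding bead-coupled RGS4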
RGS7-Gao reg: RGS7-Galphao binding modulators, primary screen, biochemical, multiplexed bead flow cytometry; Guanine nucleotide-binding protein G(o) subunit alpha (Homo sapiens), P09471; actives lie on both sides; binding response (% of control), % at 10 µM; 220,000 tested, 0.35% active; AID 1439, 2008; in the data active = binding response below about 49% or above about 150%; inconclusive = no clear call, values can overlap the other calls; inactive = in between;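 also: fluorescent Galphao held in activated GDP-AlF4 state binding bead-coupled RGS7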
Bcl-B Bim block: inhibitors of Bim-Bcl-B binding, primary screen, biochemical, multiplexed, human Bcl-2 family; bead-based flow cytometry, Bim peptide-Bcl-B binding; inhibition, % at 10 µM; 190,000 tested, 0.073% active; AID 951, 2007;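 also: 0% = tracer peptide without compound and 100% = reference inhibitor peptide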
Target sequence (Q9HD36 whole entry, looked up): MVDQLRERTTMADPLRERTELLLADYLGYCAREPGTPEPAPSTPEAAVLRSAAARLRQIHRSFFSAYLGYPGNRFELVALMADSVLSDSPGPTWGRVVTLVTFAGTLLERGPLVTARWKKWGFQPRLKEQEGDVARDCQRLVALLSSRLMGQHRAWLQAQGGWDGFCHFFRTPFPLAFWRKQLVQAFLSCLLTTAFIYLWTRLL
Mcl1-Bid inh: Mcl-1/Bid binding inhibitors, primary screen, biochemical, TR-FRET, 1536-well | Induced myeloid leukemia cell differentiation protein Mcl-1 (Homo sapiens), Q07820 | TR-FRET Mcl-1/Bid-Dy647 peptide binding | inhibition, % at 21.7 µM | 220,000 tested, 0.97% active | AID 1021, 2008;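 active = compounds that cut the binding signal by more than half at the single screening dose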;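 also: His-tagged Mcl-1 with europium anti-His antibody binding Bid BH3 peptide; 0% = Mcl-1 plus peptide wells and 100% = peptide-only wells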
Bim-Bcl-2: inhibitors of Bim-Bcl-2 binding, primary screen, biochemical, multiplexed, human Bcl-2 family; Bead-based flow cytometry, Bim peptide-Bcl-2 binding; AID 950, 2007; inhibition, % at 10 µM; 190,000 tested, 0.06% active; in the data active = inhibition above about 40%; inconclusive = no clear call, values can overlap the other calls;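 also: 0% = no compound wells with probe peptide and 100% = reference peptide inhibitor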
Target sequence (P10415 whole entry, looked up): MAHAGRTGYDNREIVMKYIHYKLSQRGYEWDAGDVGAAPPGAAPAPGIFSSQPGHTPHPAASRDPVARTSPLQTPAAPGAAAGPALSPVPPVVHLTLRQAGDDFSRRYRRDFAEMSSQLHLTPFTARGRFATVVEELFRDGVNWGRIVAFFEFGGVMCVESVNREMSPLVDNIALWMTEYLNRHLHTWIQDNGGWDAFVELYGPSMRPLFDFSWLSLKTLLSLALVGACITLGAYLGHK
An asterisk follows results filed as active; u = inconclusive; x = no result given; [ ] = remark or other dose. Rule as the data show it, unless noted: active = inhibition above about 40%.

SMILES | Mcl1 Noxa PPI | Bim-Bcl-W | Bim-Bcl-XL | Mcl-1 Bim block | Bim-Bfl-1 | RGS8-Gao reg | RGS4-Gao reg | RGS7-Gao reg | Bcl-B Bim block | Mcl1-Bid inh | Bim-Bcl-2
O=C(COc1ccc(F)cc1)N1CCC(c2ccccc2)C1 (centres undefined) | 12 | -5 | -7 | -5 | -2 | 101 | 102 | 101 | -5 | -2 | -5
COc1cc(N2C(=O)NC3CC2(C)Oc2ccccc23)cc(OC)c1OC (centres undefined) | 15 | -2 | 0 | -1 | 0 | 100 | 99 | 99 | -1 | 1 | -4
O=C(C1CCC(CNc2c(N3CCCCC3)c(=O)c2=O)CC1)N1CCc2ccccc2C1 (centres undefined) | 10 | -8 | -9 | -3 | -7 | 100 | 102 | 101 | -9 | -11 | -9
COc1ccc(N(C(=O)Cn2nnc3ccccc32)C(C(=O)NC(C)(C)C)c2ccc(OC)c(O)c2)cc1 (centres undefined) | 11 | -1 | -2 | -3 | -7 | 105 | 101 | 100 | -4 | -48 | -4
CCNC(=O)Cn1c(=O)c2c(ncn2Cc2ccccc2)n(Cc2ccccc2)c1=O | -4 | -1 | -3 | -1 | -2 | 100 | 99 | 98 | -2 | -17 | -2
CC(C)CCN1CCN(Cc2ccsc2)CC1CCO (centres undefined) | 12 | 2 | 0 | 0 | -5 | 101 | 104 | 101 | -1 | -31 | 0
O=C(NC1CCCC1)C1CC(=O)N(CCc2ccccc2)C1 (centres undefined) | 14 | 0 | 4 | -2 | -11 | 105 | 107 | 109 | -6 | 0 | -7
COc1cc([N+](=O)[O-])ccc1NC(=S)Nc1cc(C(=O)OC(C)C)cc(C(=O)OC(C)C)c1 | 11 | -8 | -14 | -7 | -17 | 100 | 98 | 99 | -13 | -4 | -7
CC1CC1C(=O)OCC(=O)Nc1ccc2[nH]c(=O)[nH]c2c1 (centres undefined) | 76* | 0 | -1 | 0 | -1 | 99 | 96 | 85 | -1 | 3 | -2
CC(C)N(C(=O)COC(=O)[C@H](C)NC(N)=O)c1ccccc1 | -2 | 1 | 3 | 0 | -2 | 99 | 95 | 95 | -1 | -3 | 2
C/C(=N\O)C(=O)NCC1CCNCC1 | -23 | -2 | 1 | 0 | 0 | 131 | 108 | 106 | -2 | -8 | 0
O=C(Nc1ccc(C(=O)O)cc1)/C(=C\c1ccc2c(c1)OCO2)NC(=O)c1ccc(Br)o1 | 7 | 2 | 0 | 2 | -1 | 101 | 106 | 103 | 2 | -2 | 0
COC(=O)c1ccccc1NC(=O)c1ccc(-c2ccccc2F)o1 | -2 | 1 | -7 | -3 | -14 | 101 | 97 | 99 | -9 | 3 | -10
CCOc1cc(C(=O)O/N=C(\N)c2ccc([N+](=O)[O-])cc2)cc(OCC)c1OCC | 14 | -2 | -4 | 0 | -6 | x | x | x | -3 | -15 | -6
Cc1cccc(CNc2ccc(C(CC(N)=O)NC(=O)c3ccccc3)cc2[N+](=O)[O-])c1 (centres undefined) | 15 | x | x | x | x | 107 | 109 | u | x | -41 | x
CC(=O)Nc1ccc(S(=O)(=O)N2CCCc3ccccc32)cc1 | 4 | 0 | -17 | -9 | -10 | 99 | 102 | 99 | -9 | -18 | -12
O=C(NCc1ccccc1)C1CCC1 | 4 | -2 | -6 | -8 | -1 | 86 | 96 | 96 | -6 | -17 | -3
O=C(COC(=O)CCCNC(=O)c1ccc(Cl)cc1)NC1CC1 | 5 | -2 | -2 | -5 | -2 | 101 | 100 | 100 | -1 | -63 | -2
Cc1cc(C)nc(Nc2cc([N+](=O)[O-])ccc2C)n1 | 14 | 0 | 0 | 0 | -5 | 98 | 98 | 104 | -3 | -3 | -3
CN1C(=O)/C(=C/c2ccccc2Cl)Sc2ccc(C(=O)NCc3cccnc3)cc21 | 1 | -1 | 0 | 0 | -3 | 99 | 102 | 98 | -2 | 1 | -1
Cc1ccc(C(=O)CN2C(=O)C(=O)N(Cc3ccccc3)C2=O)cc1 | 2 | -3 | -3 | -4 | -6 | 99 | 103 | 99 | -3 | -11 | -7
CCOP(=O)(c1ccc(N(C)C)cc1)C(O)c1ccc(Cl)cc1 (centres undefined) | 11 | -5 | 0 | 0 | 2 | 102 | 99 | 105 | -1 | -14 | 3
COc1ccc(/C=C/C(=O)NCC2COc3ccccc3O2)c(OC)c1 (centres undefined) | -2 | -3 | -2 | 2 | -1 | 104 | 104 | 105 | -3 | -11 | 4
O=C(NCCC1=CCCCC1)N[C@@H](Cc1ccccc1)C(=O)O | 15 | 0 | -1 | 0 | -1 | 92 | 96 | 98 | 1 | 0 | -2
COc1ccccc1-n1nnnc1SCC(=O)NC1CCCC1 | 2 | 2 | -6 | 0 | -12 | 102 | 100 | 100 | -6 | -16 | -9

A second format for twelve compounds above.
| Mcl1 Noxa PPI | Bim-Bcl-W | Bim-Bcl-XL | Mcl-1 Bim block | Bim-Bfl-1 | RGS8-Gao reg | RGS4-Gao reg | RGS7-Gao reg | Bcl-B Bim block | Mcl1-Bid inh | Bim-Bcl-2 | structure |
| --- | --- | --- | --- | --- | --- | --- | --- | --- | --- | --- | --- |
| 11 | -1 | -2 | -3 | -7 | 105 | 101 | 100 | -4 | -48 | -4 | COc1ccc(N(C(=O)Cn2nnc3ccccc32)C(C(=O)NC(C)(C)C)c2ccc(OC)c(O)c2)cc1 (centres undefined) |
| -4 | -1 | -3 | -1 | -2 | 100 | 99 | 98 | -2 | -17 | -2 | CCNC(=O)Cn1c(=O)c2c(ncn2Cc2ccccc2)n(Cc2ccccc2)c1=O |
| 12 | 2 | 0 | 0 | -5 | 101 | 104 | 101 | -1 | -31 | 0 | CC(C)CCN1CCN(Cc2ccsc2)CC1CCO (centres undefined) |
| 14 | 0 | 4 | -2 | -11 | 105 | 107 | 109 | -6 | 0 | -7 | O=C(NC1CCCC1)C1CC(=O)N(CCc2ccccc2)C1 (centres undefined) |
| 11 | -8 | -14 | -7 | -17 | 100 | 98 | 99 | -13 | -4 | -7 | COc1cc([N+](=O)[O-])ccc1NC(=S)Nc1cc(C(=O)OC(C)C)cc(C(=O)OC(C)C)c1 |
| 76* | 0 | -1 | 0 | -1 | 99 | 96 | 85 | -1 | 3 | -2 | CC1CC1C(=O)OCC(=O)Nc1ccc2[nH]c(=O)[nH]c2c1 (centres undefined) |
| -2 | 1 | 3 | 0 | -2 | 99 | 95 | 95 | -1 | -3 | 2 | CC(C)N(C(=O)COC(=O)[C@H](C)NC(N)=O)c1ccccc1 |
| -23 | -2 | 1 | 0 | 0 | 131 | 108 | 106 | -2 | -8 | 0 | C/C(=N\O)C(=O)NCC1CCNCC1 |
| 7 | 2 | 0 | 2 | -1 | 101 | 106 | 103 | 2 | -2 | 0 | O=C(Nc1ccc(C(=O)O)cc1)/C(=C\c1ccc2c(c1)OCO2)NC(=O)c1ccc(Br)o1 |
| -2 | 1 | -7 | -3 | -14 | 101 | 97 | 99 | -9 | 3 | -10 | COC(=O)c1ccccc1NC(=O)c1ccc(-c2ccccc2F)o1 |
| 14 | -2 | -4 | 0 | -6 | x | x | x | -3 | -15 | -6 | CCOc1cc(C(=O)O/N=C(\N)c2ccc([N+](=O)[O-])cc2)cc(OCC)c1OCC |
| 15 | x | x | x | x | 107 | 109 | u | x | -41 | x | Cc1cccc(CNc2ccc(C(CC(N)=O)NC(=O)c3ccccc3)cc2[N+](=O)[O-])c1 (centres undefined) |

Further results.
SMILES | Mcl1 Noxa PPI | Bim-Bcl-W | Bim-Bcl-XL | Mcl-1 Bim block | Bim-Bfl-1 | RGS8-Gao reg | RGS4-Gao reg | RGS7-Gao reg | Bcl-B Bim block | Mcl1-Bid inh | Bim-Bcl-2
CCOc1ccc(NC(=O)CCSc2nc3c(c(CC)c2C#N)C(=O)CC(C)(C)C3)cc1 | 1 | 4 | -1 | 0 | -6 | 102 | 101 | 101 | -6 | -4 | -8
COc1cc2c(cc1OC)-c1c(OC)c(OC)cc3ccnc(c13)C2=O | 37 | 6 | 8 | 6 | 2 | 97 | 95 | 97 | 4 | 8 | 2
O=C(/C=C\c1ccco1)Nc1ccc(N2CCN(C(=O)c3ccccc3)CC2)cc1 | 20 | -5 | -8 | -7 | -4 | 102 | 99 | 100 | -10 | -40 | -3
Cc1ccc2[nH]c(=O)c(CN(Cc3ccccc3)Cc3nnnn3C3CCCC3)cc2c1 | 8 | 0 | -13 | -3 | -12 | 99 | 97 | 95 | -15 | -7 | -11
C/C(=N\NC(=O)c1ccccc1)c1cc2cc([N+](=O)[O-])ccc2oc1=O | -26 | -2 | -6 | -4 | -6 | 103 | 101 | 101 | -8 | -53 | -5
COc1ccc([N+](=O)[O-])cc1NC(=O)CSc1nc(C)cc(C)n1 | 47 | -1 | -5 | -2 | 9 | 89 | 84 | 122 | -16 | -40 | -1
CC1=NN(c2ccc(F)cc2)C(=O)C1C(c1cccc(O)c1)c1c(C)[nH]n(-c2ccc(F)cc2)c1=O (centres undefined) | -1 | -2 | -2 | -1 | 0 | 101 | 98 | 94 | 0 | -47 | -3
CC(C)c1ccc(Nc2ncccc2C(=O)O)cc1 | 7 | 1 | -4 | 6 | -7 | 102 | 98 | 103 | -4 | 15 | -4
Clc1ccc(-c2nnc(COc3ncnc4ccccc34)o2)cc1 | 7 | -1 | -2 | -1 | -6 | 100 | 100 | u | -3 | -16 | -4
COc1cc2c(cc1O)[C@@H]1Cc3cc(O)c(OC)cc3[C@H](C2)N1C | 5 | x | x | x | x | 100 | 100 | u | x | -55 | x
COc1ccc(C(=O)CSc2ccc(-c3ccccc3)nn2)cc1 | -3 | 9 | 8 | 10 | 7 | 89 | 102 | 100 | 5 | 10 | 4
Cc1cc(C=C2C(=O)c3ccccc3C2=O)c(C)n1-c1ccccc1 | 5 | 1 | 0 | 0 | -3 | 99 | 92 | 92 | -1 | -42 | -3
CCCCn1c2ccc(F)cc2c2nnc(NN)nc21 | -1 | -5 | -5 | 0 | -4 | 102 | 102 | 103 | -4 | -45 | -5
COc1ccc(C)c2sc(NC(=O)C3=COCCO3)nc12 | 3 | 6 | -1 | 0 | -8 | 84 | 132 | 313*[activator] | -1 | -16 | -3
CCOc1ccc(N2C(=O)C(Cl)=C(Nc3ccccc3O)C2=O)cc1 | 47 | 20 | 7 | 8 | 13 | 87 | 95 | 84 | 3 | 33 | 5
